# PHOSPHO1 inh – PHOSPHO1 (human) inhibition | AID 1565 | inhibition, % at 13.3 µM | Q8TCT1 | recombinant PHOSPHO1, absorbance phosphatase assay | 1.1% of 290,000 active; in the data active means inhibition above about 60%
# MEKK3 PB1 HTS – MEKK3-MEK5 PB1 interaction, increase or decrease | Q99759 | bead-based flow cytometry, Alexa488-MEK5 binding to MEKK3; actives lie on both sides; 0 = blocked by unlabeled MEK5, 100 = vehicle | binding response (% of control), % at 10 µM | 1.4% of 290,000 active | AID 1529;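 active means binding response more than 3 SD above or below the average of its plate-row segment, actives on both sides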;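 further: Alexa488 bead fluorescence after subtracting the streptavidin-only scavenger bead signal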
# M4 PAM – potentiates acetylcholine response at human M4 receptor; P08173; activation, % at 3 µM; 0.4% of 360,000 active; CHO-K1 hM4/Gqi5, Fluo-8 calcium fluorescence, ACh EC20; 0% = ACh EC20, 100% = maximal ACh;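 active means activation above its plate's cutoff, the mean activation of sample wells plus 3 SD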; further: some results filed as inactive read as strong as hits
# IDE cell inh – inhibitors of human insulin-degrading enzyme in cells. P14735. HEK cells, FAbetaB cleavage, fluorescence polarization. inhibition, % at 5.59 µM. 0.41% of 320,000 active;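 active means percent inhibition above the average of all tested compounds plus 3 SD, set per screening campaign, cut at about 16% in these data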;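 further: IDE supplied by intact live HEK cells; FP after avidin binding of uncleaved biotin substrate so inhibition keeps polarization high; 0% = DMSO wells and 100% = 60 µM reference IDE inhibitor Ii1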
# Target sequence (P14735 whole entry, looked up): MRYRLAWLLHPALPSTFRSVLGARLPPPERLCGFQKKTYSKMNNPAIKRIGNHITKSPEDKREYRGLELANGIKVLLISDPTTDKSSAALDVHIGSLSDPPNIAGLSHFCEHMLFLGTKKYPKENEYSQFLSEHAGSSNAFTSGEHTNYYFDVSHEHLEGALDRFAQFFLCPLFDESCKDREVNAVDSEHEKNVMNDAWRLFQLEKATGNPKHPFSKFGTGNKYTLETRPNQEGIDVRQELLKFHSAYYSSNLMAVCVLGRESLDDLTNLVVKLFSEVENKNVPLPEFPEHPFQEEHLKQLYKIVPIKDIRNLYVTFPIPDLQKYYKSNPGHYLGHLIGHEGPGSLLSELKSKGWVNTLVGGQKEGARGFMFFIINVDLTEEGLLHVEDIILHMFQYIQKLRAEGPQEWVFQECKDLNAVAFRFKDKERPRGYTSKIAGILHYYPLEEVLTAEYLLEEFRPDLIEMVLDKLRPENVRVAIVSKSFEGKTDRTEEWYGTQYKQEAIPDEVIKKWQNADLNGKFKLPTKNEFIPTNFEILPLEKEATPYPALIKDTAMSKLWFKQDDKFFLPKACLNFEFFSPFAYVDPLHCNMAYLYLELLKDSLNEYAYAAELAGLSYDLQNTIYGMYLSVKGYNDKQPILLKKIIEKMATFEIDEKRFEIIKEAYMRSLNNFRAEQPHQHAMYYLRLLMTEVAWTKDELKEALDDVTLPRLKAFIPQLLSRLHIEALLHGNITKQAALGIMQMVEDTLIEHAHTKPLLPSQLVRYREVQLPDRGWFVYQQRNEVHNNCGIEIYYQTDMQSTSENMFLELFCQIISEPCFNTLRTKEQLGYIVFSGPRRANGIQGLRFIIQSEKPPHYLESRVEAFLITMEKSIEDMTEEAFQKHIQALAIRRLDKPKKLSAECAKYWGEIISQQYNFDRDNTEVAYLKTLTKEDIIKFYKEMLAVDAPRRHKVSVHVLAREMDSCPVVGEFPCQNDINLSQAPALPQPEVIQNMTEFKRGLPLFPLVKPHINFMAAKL
# CRFBP-R2 agonist – agonists of human CRF-binding protein/CRF-R2 receptor complex. activation, % at 13.2 µM. HEK293 CRF-R2/CRF-BP, calcium dye fluorescence (FLIPR); percent of saturating CRF peptide response. 0.46% of 350,000 active;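 active means activation of at least 50%, plus an integration ratio under a set limit after plate pattern correction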;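 further: plate controls were neutral control wells without compound for no effect and CRF at EC100 for full effect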
# p-CIP stab down – p/CIP protein destabilization; 0.01% of 290,000 active; F442A p/CIP-EGFP cells, EGFP fluorescence, 16 h; decrease of EGFP signal, % at 10 µM; AID 1984;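 active means EGFP signal decrease of at least 30% at 10 µM or well 3 SD below plate mean, unless failing retest; inactive means the rest, including hits failing retest or dose response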; further: some compounds called inactive have numbers as strong as hits; many of its hits are not listed in these tables
# CRFBP-R2 block – CRF-BP/CRF-R2 complex antagonism; 0.59% of 350,000 active; inhibition, % at 11.8 µM; AID 588475; HEK293 CRF-R2/CRF-BP, CRF-induced calcium fluorescence;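 active means inhibition of the ligand-induced calcium signal above about 50% at the single tested concentration, limit read from the data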
# IDE cell activ – IDE (human) activation, cell-based | P14735 | HEK cells, FAbeta-B cleavage, fluorescence polarization; 0% vehicle, 100% cell-free pure enzyme wells | activation, % at 5.96 µM | 0.073% of 340,000 active | AID 493087;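 active means activation above the mean of all tested compounds plus 3 SD, set per screening campaign, cut at about 17% in these data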
# GalR3 antag – antagonists of human GalR3; 0.44% of 360,000 active; O60755; HEK293 GalR3-CNG cAMP membrane potential fluorescence; galR3 body fused to GalR1 C-terminus; AID 651719; inhibition, % at 3 µM;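 active means inhibition above the screen-wide average plus 3 SD, cut at about 13% in these data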;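 further: forskolin and galanin both at EC90 stimulate the cells; cAMP rise reported by CNG channel membrane potential dye signal; 0% = forskolin plus galanin with DMSO and 100% = forskolin alone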
# * = called active by the depositor; · = not tested or not shown; & = joins results of further samples.
nr	Compound	PHOSPHO1 inh	MEKK3 PB1 HTS	M4 PAM	IDE cell inh	CRFBP-R2 agonist	p-CIP stab down	CRFBP-R2 block	IDE cell activ	GalR3 antag
1	CCOC(=O)C1=NNC2(c3ccc(Cl)cc3)C(=O)N(c3ccc(C)cc3)C(=O)C12 (stereo unspecified)	-5	105	3	6	-0.1	-1	-4	7	-5
2	COc1ccc(N2C(=O)c3ccccc3NC23CCC(C)CC3)cc1 (stereo unspecified)	-4	102	9	-7	-1.6	0	-6	-1	-7
3	CCOc1ccc(N(CC(=O)NC(C)(C)C)C(=O)CCC(=O)Nc2nccs2)cc1	14	110	4	7	3.1	-6	-4	6	-10
4	CCCCCCCCCCCCN1[C@@H](CC(C)=O)c2cc(C(F)(F)F)ccc2S1(=O)=O	·	104	9	4	3.2	·	-3	5	-5
5	CC(C)CNC(=O)C1Nc2ccccc2C2C=CCC12 (stereo unspecified)	·	100	8	0	1.0	·	17	5	-5
6	CCOC(=O)c1c(-c2cccc3ccccc23)csc1NC(=O)C1C2CCC(O2)C1C(=O)O (stereo unspecified)	-4	113	1	7	-1.0	4	-4	1	-4
7	CC(NC(=O)CNC(=S)N(Cc1ccccc1)Cc1cccnc1)c1ccccc1 (stereo unspecified)	24	98	-1	4	-1.9	-7	13	8	2
8	CC(=O)Nc1cccc(C(=O)OCC(=O)c2ccc3c(c2)OCO3)c1	·	·	0	-3	1.0	·	12	4	-3
9	CCOC(=O)c1sc(NC(=O)CN2C(=O)NC3(CC(C)CC(C)(C)C3)C2=O)c(C(=O)OCC)c1C (stereo unspecified)	-1	108	-3	-3	0.4	-12	-86	3	-5
10	COc1cc(CC(=O)N(C)CC(=O)Nc2cc(C)ccc2C)cc(OC)c1OC	32	96	0	1	-1.2	13	12	-2	-6
11	Cc1ccn2cc(-c3ccc4c(c3)NC(=O)CO4)nc2c1	28	81	2	1	-0.7	-9	2	3	-7
12	CCCn1c(N)c(N(CCOC)C(=O)c2cc(S(=O)(=O)N3CCCCCC3)ccc2OC)c(=O)[nH]c1=O	23	100	9	-2	3.0	7	-1	3	-3
13	CCN(CC)N=Nc1ccc(S(=O)(=O)Nc2nc(C)cc(C)n2)cc1	31&19	96&111	5&-4	-5&0	-0.4&2.3	-3&-14	4&16	2&2	-10&-8
14	Nc1nc(SCCO)[nH]c(=O)c1NC(=O)c1ccccc1F	-16	104	-2	-2	3.1	0	2	4	2
15	O=C(CCn1c(=O)c2cccn2c2cccnc21)NCc1cccc(Cl)c1	7	95	1	9	-1.2	-4	15	-2	2
16	CC(=O)Nc1cccc(/C(C)=N/Nc2nc3ccccc3s2)c1	23	98	2	-1	-0.3	-7	-7	4	-6
17	O=C([C@@H]1CCCN1C(=O)c1cccs1)N1CCN(S(=O)(=O)c2ccccc2F)CC1	·	·	5	-5	-0.1	·	26	-2	3
18	CCc1ccc(C)[n+](CC(=O)c2cccs2)c1	52	105	4	-2	-1.8	-3	-1	1	-9
19	COc1ccc(C(=O)NC2CCN(C(=S)NCCc3ccccc3)CC2)cc1	-3	103	2	0	0.6	4	-1	-1	-2
20	COC(=O)c1ccccc1NC(=O)CN(c1cc(OC)ccc1OC)S(C)(=O)=O	36	98	12	2	-0.5	-1	0	-1	5
21	COc1ccc(NC(=O)Nc2cccc(C(=O)N3CCOCC3)c2)cc1OC	13	101	2	8	2.7	-11	-9	4	1
22	CC(C)NC(=S)N1CCn2c(nc3ccccc32)C1	-2	99	7	-4	-2.0	-8	3	5	-2
23	Cc1cc(=O)n2[nH]nnc2n1	38	105	8	2	-0.3	-3	4	3	-4
24	CCC1COCCS(=O)(=O)N1Cc1ccc(C)cc1 (stereo unspecified)	-7	100	7	1	0.2	-5	-6	0	·
25	CS(=O)(=O)c1nc(-c2ccco2)cc(C(F)(F)F)n1	16	101	·	-4	·	5	·	·	·

nr	Compound	PHOSPHO1 inh	MEKK3 PB1 HTS	M4 PAM	IDE cell inh	CRFBP-R2 agonist	p-CIP stab down	CRFBP-R2 block	IDE cell activ	GalR3 antag
26	O=C(c1cc2cc(F)ccc2[nH]1)N1CCN(Cc2ccc3c(c2)OCO3)CC1	24	101	-3	-1	2.1	-6	-14	0	-10
27	O=C(COC(=O)c1ccc(O)cc1O)Nc1nnc(-c2ccccc2)o1	·	·	4	0	-0.6	·	13	2	-2
28	CSc1ccccc1C(=O)C1CCCN(Cc2cnn(-c3ccccc3)c2)C1 (stereo unspecified)	41	102	-6	-4	2.1	-6	-67	-7	-8
29	COc1cccc(CNC(=O)c2cc(C)nc3ccccc23)c1	32	107	-8	0	-1.0	-5	25	5	-4
30	Cc1ccc(S(=O)(=O)NC2CCCC2)cc1C(N)=O	-12	102	3	2	-2.3	3	0	0	0
31	Cc1ccc(OCC(=O)Nc2ccc(N3CCN(S(C)(=O)=O)CC3)cc2)cc1	45	97	-6	2	0.7	-16	6	2	-1
32	CC(=O)NCCn1c(SCC(=O)c2ccccc2)nc2ccccc2c1=O	4	101	24	-2	1.8	-22	10	-2	-4
33	O=C(c1ccc(Cn2cc([N+](=O)[O-])cn2)o1)N1CCCC1	·	98	9	·	-0.4	-2	1	5	0
34	CC(=O)N1c2ccc(S(=O)(=O)NCC3CCC(C(=O)NCc4ccc(C)cc4)CC3)cc2CC1C (stereo unspecified)	32	101	-2	2	0.7	1	34	-3	-8
35	O=C(CN1C(=O)c2ccccc2S1(=O)=O)N1CCN(c2ccccc2F)CC1	31	110	15	9	-0.3	-2	-21	0	-3
36	O=c1cc(NCc2ccccc2)nc2n1CCCS2	2	103	-1	-1	-0.3	2	-5	2	-1
37	COc1ccc2cnnc(SCC(=O)Nc3ccccc3)c2c1OC	-5	99	4	-8	9.0	-2	0	1	10
38	Cc1ccc(S(=O)(=O)N(C)C)cc1NC(=O)COC(=O)c1ccc2c(c1)NC(=O)CS2	20	100	-11	-2	-1.0	-4	11	0	-3
39	CCN(CC)CCC(c1ccc(N(C)C)cc1)c1c(O)cc(OC)cc1OC (stereo unspecified)	26	118	7	-4	-1.8	-8	-12	3	-9
40	COc1ccc([C@H]2CC(=O)C=C(c3cccc(NC(C)=O)c3)C2)cc1	·	·	1	1	-3.1	·	1	1	2
41	CCO[C@H]1OC(C(=O)NC2CC2)=C[C@@H](c2coc3ccccc3c2=O)[C@@H]1CCCO	-126	101	5	3	2.1	-2	5	-1	7
42	O=C(NCCN1CCOCC1)c1ccc2c(c1)N(Cc1cccc(F)c1)C(=O)c1ccccc1S2	49	96	-17	4	-0.3	-3	-31	-5	0
43	O=C1NC(=O)/C(=C\c2ccc(Br)o2)S1	28	106	4	-2	0.3	-11	16	7	-4
44	O=C(NCc1ccco1)C1(S(=O)(=O)c2ccc(Cl)cc2)CC1	-20	101	1	3	-3.4	-1	19	7	-6
45	COc1cc(CNC2CCCCCCC2)cc(Br)c1OCC#N	30	96	0	0	0.6	-14	-29	5	-9
46	CNCCOc1ccc(Cl)c(Cl)c1	24	104	5	6	9.1	-14	1	4	-5
47	CCCCn1c(CCCNC(=O)CC)nc2ccccc21	33	102	-5	0	-0.8	10	16	-1	·
48	CC(C)(C)C1CCC(=NNC(=O)c2cc(-c3ccccc3)n[nH]2)CC1 (stereo unspecified)	-2	94	-2	1	1.3	-16	-34	-2	4
49	O=C(N/N=C/c1ccccc1C(=O)O)c1ccccc1Br	18	109	-8	0	-1.1	2	8	-2	-1
50	CCC(C)c1ccc(S(=O)(=O)N2CCN(C(C)C(=O)NC3CCCC3)CC2)cc1 (stereo unspecified)	·	·	-5	5	-0.4	·	6	9	0

nr	Compound	PHOSPHO1 inh	MEKK3 PB1 HTS	M4 PAM	IDE cell inh	CRFBP-R2 agonist	p-CIP stab down	CRFBP-R2 block	IDE cell activ	GalR3 antag
51	CC(OC(=O)c1ccc(OCC2CCCO2)cc1)C(=O)N(C)Cc1ccccc1 (stereo unspecified)	·	·	0	-2	0.1	·	4	3	-2
52	COC(=O)c1nn(-c2ccc(OC)cc2)c(=O)cc1NN	-1	103	4	7	0.3	2	11	5	-4
53	CCCn1nnc(NC(=O)COc2ccc(CC)cc2)n1	-1	83	11	-5	-1.9	-11	5	0	-1
54	COc1ccc(C(=O)N/N=C/c2c[nH]c3ccccc23)cc1	45	103	0	5	-0.2	-8	28	-1	-2
55	Nc1nn(-c2ccccc2)c(N)c1N=Nc1ccccc1	7	97	-5	2	0.5	4	-28	-5	-12
56	O=C(NNC(=O)C1CCN(S(=O)(=O)c2cccc(Cl)c2)CC1)C1CC1	33	95	-10	-6	0.3	-9	3	4	-5
57	CC(C)(C)C1CCc2onc(C(=O)Nc3cccnc3)c2C1 (stereo unspecified)	-16	99	-6	-2	-2.2	9	-69	4	-7
58	CC(C)C1C(=O)N(Cc2cn(CCC3OCCO3)nn2)CCS(=O)(=O)N1Cc1ccc(-c2ccc(F)cc2)cc1 (stereo unspecified)	·	·	9	·	-1.4	·	-13	·	-5
59	CCOc1cc(CNn2cnnc2)ccc1OCC(=O)NC1CCCCC1	-14	106	2	2	2.1	-1	-11	0	-2
60	CC1CCN(C(=O)COC(=O)C(C)N2C(=O)c3ccccc3C2=O)CC1 (stereo unspecified)	·	·	12	-3	-0.7	·	-7	2	-4
61	O=C(NCC(=O)N1CCCC1)c1cccs1	7	109	5	-5	1.3	-7	22	4	-4
62	CCOC(=O)N1CCC(NC(=O)C2=CCN(S(=O)(=O)c3ccccc3)CC2)CC1	28	126	0	-6	2.0	-9	-3	7	-2
63	CC(=O)Nc1ccc(S(=O)(=O)NNC2=NS(=O)(=O)c3ccccc32)cc1	-2	107	10	4	3.1	1	10	5	-4
64	O=C(CN1CCN(c2ccc(F)cc2)CC1)NCC1CCCO1 (stereo unspecified)	14	100	-4	2	1.1	-6	-20	-1	-2
65	O=C1CCCN1CCCNS(=O)(=O)c1ccc(F)cc1F	16	101	16	-2	2.4	-6	-6	-6	-2
66	Cc1c(C(=O)NCc2ccccn2)oc2ccccc12	-6	101	8	1	1.0	1	-6	-2	3
67	CC(=O)N1CCN(c2ncnc3ccccc23)CC1	14	98	-2	8	1.5	3	-9	2	-11
68	c1ccc2c(CCNc3ncnc4nc[nH]c34)cccc2c1	-16	106	-28	-10	0.7	-14	-39	4	-7
69	CC1CCN(N=Nc2nc3c([nH]2)c(=O)n(C)c(=O)n3C)CC1	·	·	0	·	-3.3	·	0	1	-2
70	Cc1cc2ccccc2n2c(SCC(=O)N3CCc4ccccc4C3)nnc12	3	91	-6	-2	-4.4	-25	6	4	-4
71	Cc1ccc(S(=O)(=O)/N=C2\C=C(Nc3cccc(C(=O)O)c3)C(=O)c3ccccc32)cc1	-20	100	11	-1	-2.7	4	38	4	-2
72	CC[C@@H]1[C@H]2CCCC(=O)N3CC[C@@H](C[C@H]1O)[C@@H]23	·	99	10	7	1.8	·	-5	-4	-8
73	Cc1cccc2cc(CN(CCN(C)C)C(=S)NCc3ccco3)c(=O)[nH]c12	4	101	8	0	8.9	-1	-13	-6	-2
74	CCOC(=O)c1c(C)[nH]c(C(=O)COC(=O)C2CC2)c1C	·	·	-5	·	-1.9	·	-10	0	-2
